Screening results as filed in PubChem.
M. tuberculosis GlmU – inhibition of mycobacterial GlmU enzyme – biochemical, glucosamine-1-phosphate acetyltransferase (AID 1376). M. tuberculosis GlmU acetyltransferase enzyme assay; higher % means a stronger effect. inhibition, %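 (tested at 30 µM in the primary screen)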, or IC50 in µM where a hit was titrated. 220,000 compounds, 0.25% hits; in the data active means inhibition above about 13%;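 further: 0% = complete reaction with vehicle and 100% = reaction without substrate; strong numbers were not always called active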
RmlCD inh 1536 – M. tuberculosis RmlC/RmlD inhibition; RmlC+RmlD coupled enzyme assay, percent inhibition; primary screen in compound mixtures; inhibition, % at 3.6 µM; 160,000 compounds, 0.03% hits; AID 1533; P9WH09+P9WH11; in the data active means inhibition mostly above about 34%, no sharp cut-off; further: some results filed as inactive read as strong as hits
Target sequence (P9WH09 whole entry, looked up): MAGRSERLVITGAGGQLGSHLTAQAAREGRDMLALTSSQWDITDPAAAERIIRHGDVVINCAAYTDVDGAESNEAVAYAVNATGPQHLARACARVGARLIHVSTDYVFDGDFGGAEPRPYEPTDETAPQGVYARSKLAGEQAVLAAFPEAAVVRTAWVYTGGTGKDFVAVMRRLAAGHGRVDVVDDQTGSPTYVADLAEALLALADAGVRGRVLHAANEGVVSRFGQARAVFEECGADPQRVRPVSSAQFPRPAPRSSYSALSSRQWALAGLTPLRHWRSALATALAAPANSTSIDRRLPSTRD
Target sequence (P9WH11 whole entry, looked up): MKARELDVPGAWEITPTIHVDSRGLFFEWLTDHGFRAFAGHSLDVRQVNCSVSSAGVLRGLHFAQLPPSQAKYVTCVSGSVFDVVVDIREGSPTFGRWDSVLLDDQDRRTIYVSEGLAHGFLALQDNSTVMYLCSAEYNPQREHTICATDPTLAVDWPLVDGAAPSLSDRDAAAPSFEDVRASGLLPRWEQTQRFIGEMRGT
* = called active by the depositor; x = not tested or not shown; & = joins results of further samples. Only part of the results is shown; rates above refer to the full screens.

SMILES	M. tuberculosis GlmU	RmlCD inh 1536
COc1cccc(CC2(CO)CCCN(Cc3nc(-c4cccs4)oc3C)C2)c1 (stereo unspecified)	-2.9%	-7.8
NC(=O)CC[C@@H]1NC(=O)[C@H](CO)NC(=O)c2cc([N+](=O)[O-])cc(I)c2OCC[C@@H](C(N)=O)NC1=O	-3.2%	x
O=C(/C=C\Nc1ccc2c(c1)OCO2)c1ccc2c(c1)OCO2	-0.8%	-5.0
O=C(O)c1ccc(-n2c(-c3ccc(Br)cc3)n[nH]c2=S)cc1	4.6%	6.4
c1cn(-c2ncnc3sc4c(c23)CCCC4)cn1	4.7%	x
Cc1cccc(CSCc2ccc(C(=O)NCC3CCCO3)o2)c1 (stereo unspecified)	-3.8%	32.9
COc1nc(OC)nc(N2CCC(C(=O)NC3CC3)CC2)n1	-4.5%	-6.2
COc1ccc(-n2c(Cn3c(=O)sc4ccccc43)nnc2SCC(=O)N2CCCCC2)cc1	1.7%	7.8
CCOC(=O)c1sc(NC(=O)c2cc3c(s2)CCC(C)C3)nc1C (stereo unspecified)	0.2%	-11.3
NC(=O)CC(NC(=O)Cc1cccc2ccccc12)c1ccc(NCc2ccc(F)c(F)c2)c([N+](=O)[O-])c1 (stereo unspecified)	3.7%	x
Cc1nn(CC(=O)NCCc2ccccc2)c(C)c1[N+](=O)[O-]	6.0%	x
Cc1cc(C(=O)OCC(=O)c2ccc3c(c2)OCCO3)c(C)o1	-1.5%	-13.5
COc1ccc2c(CC(=O)OCC(=O)Nc3sc4c(c3C#N)CCC(C)C4)coc2c1 (stereo unspecified)	2.4%	x
Cc1ccccc1NC(=S)NCCO	-5.6%	9.7
NC(=O)CC(NC(=O)Cc1cccc2ccccc12)c1ccc(N2CCc3ccccc3C2)c([N+](=O)[O-])c1 (stereo unspecified)	0.1%	x
O=C(Nc1csnn1)c1csnn1	3.6%	-7.8
CC(C1CC1)N(Cc1ccccc1)C(=S)Nc1ccccc1 (stereo unspecified)	-4.9%	3.2
C=C(C)CN1CCN(c2c(CCC#N)c(C)c(C#N)c3nc4ccccc4n23)CC1	-1.1%	x
NS(=O)(=O)c1ccc(CCNC(=O)c2ccc(C#CC3(O)CCCCC3)cc2)cc1	5.4%	-7.8
O=C(CC1Sc2ccccc2NC1=O)NCc1cccc(Cl)c1 (stereo unspecified)	-1.0%	x
CN(C)c1ccc(N2C(=O)CC(Nc3ccc(N4CCOCC4)cc3)C2=O)cc1 (stereo unspecified)	3.8%	7.9
COc1cc2[nH]c3c(Cl)ncnc3c2cc1OC	-6.0%	-8.7
COc1ccc(/C=N/NC(=O)c2nc(-c3ccccc3)cc(-c3ccccc3)n2)cc1	-1.0%	10.4
COc1ccccc1NCc1nnc(SCC(=O)N/N=C/c2ccco2)n1-c1ccc(Cl)cc1Cl	-2.3%	x
O=C(N/N=C1/CCS(=O)(=O)c2ccc(F)cc21)c1cccnc1	-3.1%	x
COCCN(C(=O)CN1CCc2ccccc2C1)c1c(N)n(Cc2ccccc2)c(=O)[nH]c1=O	4.7%	-5.0
CC(NC(=O)C1CCC1)c1ccccc1 (stereo unspecified)	1.3%	x
Cc1ccc(C(=O)NNC(=O)/C=C\C(=O)O)cc1	-4.1%	x
O=C(NCc1ccco1)C(c1ccco1)N(C(=O)Cn1nnc2ccccc21)c1ccc2c(c1)CCC2 (stereo unspecified)	2.0%	x
CCCCP(=O)(O)CCC(=O)O	3.1%	x

Complete entries as entered above:
Results for COCCN(C(=O)CN1CCc2ccccc2C1)c1c(N)n(Cc2ccccc2)c(=O)[nH]c1=O : M. tuberculosis GlmU = 4.7%; RmlCD inh 1536 = -5.0
Results for O=C(CC1Sc2ccccc2NC1=O)NCc1cccc(Cl)c1 (stereo unspecified) : M. tuberculosis GlmU = -1.0%; RmlCD inh 1536 = x

Other structures follow:
SMILES	M. tuberculosis GlmU	RmlCD inh 1536
CCc1ccc(S(=O)(=O)NCc2cn3c(C)csc3n2)s1	-0.8%	-8.4
CCOC(=O)c1sc(Nc2ccccc2Cl)nc1C	1.7%	-11.5
COc1cc(CNCc2ccccn2)ccc1OCC(N)=O	7.3%	x
COC(=O)C1(C)CN(S(=O)(=O)c2ccc(C)cc2)c2cc(OC)ccc2C1=O (stereo unspecified)	0.7%	-9.7
CCCCS(=O)(=O)Nc1ccc(C)cn1	3.5%	-0.3
O=C(COc1ccccc1N1C(=O)c2ccccc2C1=O)c1ccc(Cl)cc1	0.0%	-10.1
COCCCNC(=S)NNC(=O)c1ccoc1C	-0.3%	6.9
CN(C)c1cc2c(c(N(C)C)c1)C(=O)c1ccccc1C2=O	-4.7%	42.5
CC(=O)N1N=C2c3ccccc3CCC2C1c1cccs1 (stereo unspecified)	-13.9%	6.2
CCn1nc(C(C)C(=O)O)c2ccccc2c1=O (stereo unspecified)	8.3%	-8.8
Cc1nonc1OCC(C)(COc1nonc1C)NC(=O)c1ccccc1	-0.7%	x
CC(OC(=O)CCC(=O)c1cccs1)C(=O)Nc1ccc(Cl)cn1 (stereo unspecified)	2.5%	-4.3
Cc1ccc(Nc2ncccc2C(N)=O)cc1	1.0%	x
Brc1ccc(/C=N/Nc2nncc(-c3ccccc3)n2)o1	-3.0%	6.9
Cc1cccc(C)c1NC(=O)C1(N(Cc2ccco2)C(=O)CC2NC(=O)NC2=O)CCCC1 (stereo unspecified)	-4.4%	x
Cc1ccc(-c2noc(CCC(=O)NCCCN3CCN(c4ccc(F)cc4)CC3)n2)cc1	-7.6%	x
O=C(CN1CCN(Cc2ccccc2)CC1)N/N=C/c1c[nH]c2ccccc12	-2.2%	2.6
COc1ccc(C(=O)/C=C/NCc2ccc(C)cc2)cc1	-4.5%	x
COc1ccccc1C(=O)OCc1nc(N)nc(Nc2ccccc2C)n1	0.1%	10.4
FC(F)(F)c1ccc2c(c1)NCC1CCCN21 (stereo unspecified)	-2.0%	5.7
Cc1cccc(C)c1OCC(=O)Nc1cccc(-c2nnc(-c3ccccc3)o2)c1	6.3%	10.3
CCOC(=O)/C=C/C(=O)OCC(=O)Nc1ccc(C)cc1	1.8%	2.7
O=c1cccc2n1CC1CC2CN(Cc2c(F)cccc2Cl)C1 (stereo unspecified)	4.8%	3.2
O=C(c1oc2ccccc2c1CSCc1ccccc1)N1CCN(c2ncccn2)CC1	0.3%&-0.9%	18.3
O=C(Cn1c(SCC(=O)N2CCc3ccccc3C2)nc2ccccc21)NC1CCCC1	-2.9%	x
CC(C)CC1(C(=O)NCc2cc(F)cc(C(F)(F)F)c2)C=CCN1C(=O)c1ccccc1 (stereo unspecified)	1.8%	x
CCc1nc2ccccc2c(=O)n1NCCc1ccccc1	2.1%	10.2
COc1ccc2oc(C(=O)NCCC(C)C)c(C)c2c1	7.7%	0.5
C=CCNC(=S)NNC(=O)C(CCC(C)C)CC(C)(C)O (stereo unspecified)	2.5%	x
Cc1cc(-n2c(C)cc(C(=O)CN3C(=O)NC4(CCCCC4)C3=O)c2C)no1	2.0%	6.7
Cc1ccc(CSc2nnc(CS(=O)Cc3ccc(Cl)cc3Cl)n2C)cc1 (stereo unspecified)	1.1%	x
Brc1ccc(-c2csc(/N=C/N3CCOCC3)n2)cc1	-0.7%	x
CC1CCc2c(C(=O)NCc3cccnc3)csc2C1 (stereo unspecified)	1.2%	x
CCOC(=O)c1c(-c2ccc(C)cc2)csc1/N=C/N(C)C	-4.5%	-8.6
COC(=O)[C@@H](NC(=O)Nc1ccc(S(N)(=O)=O)cc1)C(C)C	4.0%	x
COc1cc2c(OC(C)=O)c3c(c(-c4ccc5c(c4)OCO5)c2cc1OC)C(=O)OC3	1.4%	12.3
O=C(Nc1ccccc1)NC1CS(=O)(=O)CC1O (stereo unspecified)	-0.2%	5.8
CCOC(=O)C1(Cc2ccccc2C)CCCN(Cc2cn(C)nc2C)C1 (stereo unspecified)	-2.3%	7.1
COCCCNCCCOc1ccc(Cl)cc1Br	2.1%	12.8
COc1ccc(C)cc1NC(=O)CN1C(=O)c2ccccc2S1(=O)=O	-2.8%	-9.5
COC(=O)[C@H]1C2CCC(C(=O)OC)(CC2)[C@H]1C(=O)OC	1.0%	-5.5
O=C1CC(N2CCN(S(=O)(=O)c3ccccc3)CC2)C(=O)N1c1ccccc1 (stereo unspecified)	2.8%	59.4
Cc1ccc([N+](=O)[O-])c(C(=O)N/N=C/c2cccnc2)c1	8.4%	x
CN(C)C(=O)c1cc(F)ccc1Sc1cc(Cl)ccc1Cl	-0.8%	x
O=C(O)Cc1ccc(Nc2cnn(C34CC5CC(CC(CC(=O)O)(C5)C3)C4)c(=O)c2Cl)cc1	-2.9%	7.6
Cc1nnc(C)n1/N=C/c1cc2ccccc2nc1Cl	2.2%	7.5
COc1ccc(NS(=O)(=O)c2cc(NC(=O)/C=C/c3cc(OC)ccc3OC)ccc2N2CCCCC2)cc1	7.9%	-3.8
CCCCC1=CC2=C(c3ccco3)C(=O)C(C)(OC(=O)c3ccc(OC)cc3)C(=O)C2=CN1Cc1ccco1 (stereo unspecified)	-1.8%	x
CC1(C)CNC(=O)c2sc(NC(=O)CN3CCOCC3)nc2C1	1.7%	-6.2
Cc1nc(CS(=O)(=O)c2ccc(Cl)cc2)sc1C(=O)O	-2.6%	-8.8
CC(C)NC(=O)CSc1nnc(COc2ccccc2Cl)o1	12.0%	x
O=C(Cn1ncc2ccccc21)N1CCN(c2cccc(C(F)(F)F)c2)CC1	4.2%	0.5
O=C(CC(c1ccccc1)(c1ccccc1)c1ccccc1)N[C@@H](Cc1ccccc1)C(=O)O	5.3%	x
O=C(N/N=C\c1ccccn1)C1c2ccccc2Oc2ccccc21	-4.5%	6.8
Cc1nc2ccccc2cc1C(=O)N/N=C/c1cccs1	-3.9%	-11.4
NS(=O)(=O)c1ccc(Nc2ccc([N+](=O)[O-])c3nonc23)cc1	0.8%	7.7
O=C(CSc1nnc(-c2ccc(F)cc2)c2ccccc12)Nc1ccccc1Cl	-2.8%	8.2
O=C(Cn1nc(Cc2ccncc2)c2ccccc2c1=O)N1CCc2ccccc2C1	x	-7.2
COc1ccccc1/C=C(/C#N)C(=O)O	-4.5%	x
CSc1nc(SCC(=O)O)c2c3c(sc2n1)COC(C)(C)C3	-4.5%	1.7

A portion from further up, as a working copy:
SMILES	M. tuberculosis GlmU	RmlCD inh 1536
Cc1nnc(C)n1/N=C/c1cc2ccccc2nc1Cl	2.2%	7.5
COc1ccc(NS(=O)(=O)c2cc(NC(=O)/C=C/c3cc(OC)ccc3OC)ccc2N2CCCCC2)cc1	7.9%	-3.8
CCCCC1=CC2=C(c3ccco3)C(=O)C(C)(OC(=O)c3ccc(OC)cc3)C(=O)C2=CN1Cc1ccco1 (stereo unspecified)	-1.8%	x
CC1(C)CNC(=O)c2sc(NC(=O)CN3CCOCC3)nc2C1	1.7%	-6.2

In another format: 2 of the compounds above.
| canonical_smiles | M. tuberculosis GlmU | RmlCD inh 1536 |
| --- | --- | --- |
| O=C(CSc1nnc(-c2ccc(F)cc2)c2ccccc12)Nc1ccccc1Cl | -2.8% | 8.2 |
| CC(C)NC(=O)CSc1nnc(COc2ccccc2Cl)o1 | 12.0% | x |

Additional structures.
SMILES	M. tuberculosis GlmU	RmlCD inh 1536
Fc1cccc2sc(Nc3nc4cc5c(cc4s3)OCO5)nc12	6.2%	5.6
CC(C)c1cc(C(=O)N2CCCC(C(=O)c3ccc4ccccc4c3)C2)on1 (stereo unspecified)	0.2%	x
COc1ccccc1N(C)S(=O)(=O)c1ccc(Cl)c(C(=O)NC2=NCCS2)c1	0.4%	-17.2
O=C(O)c1ccc(-n2c(O)c(C=C3N=c4ccccc4=N3)sc2=S)cc1	10.1%	-4.0
O=C(Cc1ccc(Cl)cc1)c1ccc(O)cc1	4.7%	x
O=C(c1ccc(Cl)c(S(=O)(=O)N2CCOCC2)c1)N1CCN(Cc2ccccc2)CC1	0.2%	x
COc1cc(CCC(=O)Nc2nnc(-c3cccnc3)s2)cc(OC)c1OC	3.2%	3.2
OCCNCCCOc1ccc(Cl)cc1Br	-3.8%	3.0
O=C1OC(c2ccc(O)cc2)(c2ccc(O)cc2)c2ccccc21	-3.2%	x
O=C1C2C(C(=O)N1c1ccccc1)N1CCCN1C2c1ccccc1 (stereo unspecified)	-10.1%	8.3
COc1ccc(OC)c(C2CC(=O)Nc3c2c(=O)[nH]c2ncnn32)c1 (stereo unspecified)	1.9%	-7.8
COc1ccc(C2C(C(C)=O)=C(O)C(=O)N2CCc2ccccc2)c(OC)c1 (stereo unspecified)	0.6%	x
COc1ccc(/C=C(\NC(=O)c2cccs2)C(=O)Nc2cccc3ccccc23)cc1OC	-5.8%	-6.9
Cc1cc(C)c(NC(=O)CN(c2ccccc2)S(=O)(=O)N(C)C)c(C)c1	2.6%	x
O=C(OCn1ncc(Br)c(Br)c1=O)c1c(F)cccc1F	0.5%	x
CCOC(=O)C(NCc1ccccc1OC)(NC(=O)c1ccccc1)C(F)(F)F (stereo unspecified)	-3.2%	6.8
Nc1c(C(=O)N/N=C/c2ccc([N+](=O)[O-])cc2)cnn1-c1ccccc1	-3.3%	37.5
CSc1nc2c(c(=O)n1Cc1ccccc1)SC(C)C2 (stereo unspecified)	-2.8%	x
CC(=O)c1ccc(OCCCC(=O)OCC(=O)N2CCN(c3ccccc3)CC2)cc1	6.2%	11.3
O=c1cc(N2CCc3ccccc3C2)[nH]c(=O)n1Cc1ccc(F)cc1	-6.1%	-11.9
O=S(=O)([N-]c1nc2ccccc2nc1-n1cc[n+](Cc2ccccc2)c1)c1ccc(Cl)cc1	-3.0%	11.8
C=CCn1c(C)cc(C(=O)CSc2nnc(-c3cccc(S(=O)(=O)N(CC)CC)c3)o2)c1C	x	-3.2
Cc1ccc(NC(=O)COC(=O)CCC(=O)c2cccs2)cc1S(=O)(=O)N1CCOCC1	0.5%	x
C[C@@H](C(=O)Nc1ccc2ccccc2c1)[C@H]1C[C@]1(C)[C@H](NS(=O)(=O)c1ccccc1)c1ccccc1	-6.9%	x
CCOC(=O)c1c(C)n(C)c2ccc(OC)c(NC(=O)CN3CCN(C4CCCCC4)CC3)c12	-0.2%	x
